C diff HTS: C. difficile growth inhibitors, primary screen, HTS; Clostridium difficile clinical isolate growth, OD600, 24 h; active compounds read low; growth activity, negative = inhibition, % at 16 µg/mL (by protocol); 86,000 tested, 0.25% active;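 active means mean growth activity at or below -80% and every replicate also at or below -80%; inconclusive means mean at or below -80% but some replicate above -80%; inactive means mean growth activity above -80%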;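 further: 0% = DMSO wells and -100% = levofloxacin 16 µg/mL wells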
GASC1 inh: inhibitors of GASC-1 (KDM4C) histone demethylase, primary screen, biochemical, single concentration HTS. Lysine-specific demethylase 4C (Homo sapiens), Q9H3R0. GST-KDM4C 2-372, H3K9me3 peptide, LANCE TR-FRET. inhibition, % at 12.5 µM. 96,000 tested, 0.15% active. AID 720574, 2013;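 active means mean replicate inhibition above about 25%, with at least 55% of replicates also reaching it, limit read from the data, passing the limit was not always enough; inconclusive means only one of those two conditions met; inactive means neither condition met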
Target sequence (Q9H3R0 2-372 limits assumed): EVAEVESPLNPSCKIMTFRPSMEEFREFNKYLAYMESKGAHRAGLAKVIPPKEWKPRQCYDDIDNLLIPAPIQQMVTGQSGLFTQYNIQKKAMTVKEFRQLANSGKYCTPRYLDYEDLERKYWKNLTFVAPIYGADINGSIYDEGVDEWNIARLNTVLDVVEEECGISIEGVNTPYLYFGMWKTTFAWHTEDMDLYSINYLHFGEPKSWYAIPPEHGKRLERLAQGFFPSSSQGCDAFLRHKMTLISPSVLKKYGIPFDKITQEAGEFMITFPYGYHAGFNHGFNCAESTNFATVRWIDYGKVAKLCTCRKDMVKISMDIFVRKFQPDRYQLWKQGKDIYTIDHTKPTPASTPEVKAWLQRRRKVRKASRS
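Material: GST-tagged GASC-1 (JMJD2C) catalytic fragment, aa 2-372 / Quantity: enzyme final amount 10 nM / Medium: HEPES buffer, pH 7.5, plus ascorbate / Doses: one test concentration per compound / Incubation: 30 min reaction, 60 min detection, RT / Measured by: LANCE TR-FRET / Read-out: inhibition from TR-FRET ratio decrease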
Pf Dd2 inh: P. falciparum Dd2 growth inhibitors, primary screen, SYBR Green fluorescence, single dose replicates | 72 h; active compounds read low | activity change, % at 10 µM | 94,000 tested, 2.3% active | AID 1159554, 2015; in the data active means activity change below about -80%; inconclusive means no clear call, values can overlap the other calls
T cruzi growth: T. cruzi intracellular proliferation inhibitors, primary screen, cell-based, beta-gal Tulahuen parasites, NIH3T3 host, luminescence; AID 624255, 2012; T. cruzi beta-gal in NIH3T3, GalScreen luminescence, 90 h; inhibition, % at 8.34 µM; 77,000 tested, 5.9% active;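 active means mean inhibition above about 93%, with at least 55% of replicates each passing it, limit read from the data, passing the limit was not always enough; inconclusive means only one of those two conditions holds; inactive means neither condition holds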
* marks the source's active call; other numbers are inactive results; ? = inconclusive; . = not tested or not shown; & = joins results of further samples; ! = not active in a repeat.

Keys: A = C diff HTS; B = GASC1 inh; C = Pf Dd2 inh; D = T cruzi growth
> CCS(=O)(=O)Nc1ccc2c(c1)C(=O)N(C)[C@H]1CC[C@@H](CC(=O)NCc3ccc(OC)cc3)O[C@@H]1CO2
  A = -2 | B = 1.9 | C = 15 | D = 26

> Cc1ccc(S(=O)(=O)Nc2ccc3c(c2)CC(=O)N([C@@H](C)CO)C[C@@H](C)[C@@H](CN(C)Cc2ccccc2)O3)cc1
  A = -11 | B = -1.8 | C = -5 | D = .

> C[C@H]1CN([C@@H](C)CO)C(=O)Cc2cc(NC(=O)CCC(F)(F)F)ccc2O[C@@H]1CN(C)Cc1ccc(Oc2ccccc2)cc1
  A = 3 | B = 0.2 | C = -41 | D = 37

> CCCC#Cc1ccc([C@@H]2[C@@H](C#N)N(C(=O)C3CC3)[C@@H]2CO)cc1
  A = -9 | B = -0.6 | C = 25 | D = 77

> C[C@@H]1CN([C@@H](C)CO)C(=O)c2cc(NC(=O)Nc3ccc(C(F)(F)F)cc3)ccc2O[C@@H](C)CCCCO[C@@H]1CN(C)S(=O)(=O)c1ccc(Cl)cc1
  A = 1 | B = -3.9 | C = -86* | D = 84

> COCC(=O)Nc1ccc2c(c1)C(=O)N(C)[C@H]1CC[C@@H](CC(=O)NC3CCCC3)O[C@@H]1CO2
  A = -5 | B = 0.4 | C = -3 | D = 20

> CC(C)NC(=O)N1CC2(C1)[C@@H](c1ccccc1)[C@@H](CO)N2CCC(F)(F)F
  A = -6 | B = 0.2 | C = 7 | D = .

> CO[C@@H]1CN(C)C(=O)c2cc(NC(=O)C3CC3)ccc2OC[C@H](C)N(C(=O)C2CCOCC2)C[C@H]1C
  A = 2 | B = 0.4 | C = 20 | D = 2

> CN1C[C@H]2[C@@H](c3ccccc31)[C@@H](CO)N2S(=O)(=O)c1ccccc1
  A = 3 | B = 0.2 | C = 7 | D = -12

> C[C@@H]1CN([C@H](C)CO)C(=O)c2cc(NC(=O)Nc3ccc(F)cc3)ccc2O[C@@H]1CN(C)Cc1ccc(-c2ccccc2)cc1
  A = 69 | B = 0.9 | C = 7 | D = ?

> CNC[C@H]1OCCCC[C@@H](C)Oc2ccc(NS(=O)(=O)c3ccc(C)cc3)cc2C(=O)N([C@H](C)CO)C[C@@H]1C
  A = -4 | B = -0.7 | C = 6 | D = 47

> COCC(=O)N1CCC2(CC1)CN(Cc1cccc(OC)c1)[C@@H](CO)c1c2c2ccc(OC)cc2n1C
  A = 0 | B = -3.0 | C = -24 | D = .

> COC(=O)C[C@@H]1C=C[C@@H](NC(=O)Nc2ccc(C(F)(F)F)cc2)[C@H](CO)O1
  A = . | B = -1.8 | C = -22 | D = 19

> COc1ccc(S(=O)(=O)N(C)C[C@H]2OCc3cn(nn3)CCCC(=O)N([C@@H](C)CO)C[C@@H]2C)cc1
  A = -2 | B = . | C = -25 | D = 16

> Cc1noc(C)c1S(=O)(=O)N(C)C[C@@H]1OCCCC[C@H](C)Oc2ccc(NC(=O)Nc3ccc(F)cc3)cc2C(=O)N([C@H](C)CO)C[C@H]1C
  A = 5 | B = -0.3 | C = -67 | D = 83

> C[C@@H]1CN([C@H](C)CO)C(=O)c2c(c3ccccc3n2C)-c2ccccc2CO[C@H]1CN(C)S(=O)(=O)c1cccc(C#N)c1
  A = 6 | B = 2.0 | C = 11 | D = 17

> CCCN1C[C@H](C)[C@H](OC)CN(C)C(=O)c2ccc(NS(C)(=O)=O)cc2OC[C@H]1C
  A = 2 | B = -1.4 | C = . | D = 5

> COCC#Cc1cnc2c(c1)C(=O)N([C@@H](C)CO)C[C@H](C)[C@@H](CN(C)S(=O)(=O)c1cccc(OC)c1)O2
  A = -1 | B = 2.7 | C = -25 | D = 68

> CC(C)[C@H]1COCc2cn(nn2)CC[C@@H](Cc2ccccc2)C(=O)N1
  A = 0 | B = 4.3 | C = . | D = .

> C[C@H]1CCCCO[C@H](CN(C)CC2CCCCC2)[C@@H](C)CN([C@@H](C)CO)C(=O)c2cc(NC(=O)c3ccccc3)ccc2O1
  A = 4 | B = -1.6 | C = -63 | D = 55

> COC(=O)C[C@H]1CC[C@H]2[C@H](COc3ccc(NC(=O)c4cccs4)cc3C(=O)N2C)O1
  A = -1 | B = -0.2 | C = -7 | D = -5

> C[C@H](CO)N1C[C@H](C)[C@@H](CN(C)C(=O)Cc2ccccc2)OCCCC[C@H](C)Oc2ccc(NS(=O)(=O)c3cccs3)cc2C1=O
  A = 1 | B = -0.8 | C = 3 | D = -29

> COc1ccc2c3c(n(C)c2c1)[C@@H](CO)N(C(=O)CN(C)C)CC31CN(S(C)(=O)=O)C1
  A = -2 | B = 1.8 | C = 18 | D = .

> C[C@@H]1CCCCO[C@@H](CN(C)S(=O)(=O)c2ccccc2)[C@@H](C)CN([C@H](C)CO)C(=O)c2cc(NS(=O)(=O)c3cccs3)ccc2O1
  A = 0 | B = 3.8 | C = . | D = 46

> CN(C)C(=O)C[C@H]1C=C[C@H](NC(=O)C2CCOCC2)[C@H](CO)O1
  A = 3 | B = -1.2 | C = -1 | D = .

Keys: A = C diff HTS; B = GASC1 inh; C = Pf Dd2 inh; D = T cruzi growth
> CCCC(=O)Nc1ccc2c(c1)OC[C@H](C)N(Cc1ccccc1F)C[C@H](C)[C@@H](OC)CN(C)C2=O
  A = . | B = -1.7 | C = -19 | D = 92

> COc1ccc(S(=O)(=O)N[C@H]2CC[C@@H](CC(=O)N3CCN(c4ccccc4)CC3)O[C@H]2CO)cc1
  A = -5 | B = -1.2 | C = 13 | D = -25

> COc1ccc(CN(C)C[C@@H]2Oc3ccc(NC(=O)C4CCCCC4)cc3CC(=O)N([C@H](C)CO)C[C@H]2C)cc1
  A = -2 | B = 1.7 | C = 5 | D = 74

> CCN(C[C@@H]1N[C@H](CO)[C@H]1c1ccc(-c2ccc(F)cc2)cc1)C(=O)COC
  A = -4 | B = -0.8 | C = -34 | D = -71

> OC[C@H]1[C@H](c2ccc(-c3cccnc3)cc2)[C@@H]2CN(CC3CC3)CCCCN12
  A = 3 | B = -1.6 | C = -46 | D = 80

> COc1ccc2c3c(n(C)c2c1)[C@H](CO)N(Cc1ccc2c(c1)OCO2)CC31CN(C(C)=O)C1
  A = 5 | B = -0.5 | C = -14 | D = .

> CC(=O)NC[C@H]1[C@@H](c2ccccc2)[C@H](CO)N1C(=O)Cc1cccnc1
  A = -6 | B = 1.0 | C = -13 | D = 66

> C[C@H](CO)N1C[C@H](C)[C@H](CN(C)CC2CCCCC2)OCCCC[C@H](C)Oc2ccc(NC(=O)NC3CCCCC3)cc2C1=O
  A = . | B = -2.2 | C = -64 | D = 78

> COc1ccc(NC(=O)N(C)C[C@@H]2Oc3ccc(NS(=O)(=O)c4ccc(C)cc4)cc3C(=O)N([C@@H](C)CO)C[C@@H]2C)cc1
  A = . | B = 4.6 | C = -5 | D = 8

> CC(C)CC#Cc1ccc2c(c1)O[C@H](CN(C)C(=O)Nc1ccccc1)[C@@H](C)CN([C@H](C)CO)S2(=O)=O
  A = -8&-6 | B = 0.6 | C = -47&-14 | D = 117*!

> C[C@@H]1CN([C@@H](C)CO)C(=O)c2cc(NS(C)(=O)=O)ccc2O[C@@H](C)CCCCO[C@@H]1CN(C)S(=O)(=O)c1cccs1
  A = -1 | B = 0.3 | C = 3 | D = -20

> O=C(C[C@H]1C[C@@H]2c3cc(NC(=O)NC4CCCC4)ccc3O[C@@H]2[C@H](CO)O1)NC1CCCCC1
  A = 0 | B = -0.2 | C = 6 | D = 15

> O=C(C1CCCCC1)N1[C@H](CO)[C@@H]2c3ccccc3NC[C@@H]21
  A = -10 | B = -0.6 | C = -8 | D = 4

> COc1ccc(S(=O)(=O)N(C)C[C@H]2OCCCC[C@@H](C)Oc3ccc(NS(=O)(=O)c4ccc(C)cc4)cc3C(=O)N([C@@H](C)CO)C[C@H]2C)cc1
  A = 11 | B = 1.0 | C = -63 | D = 104

> C[C@@H]1CN([C@@H](C)CO)C(=O)c2cc(C#Cc3ccccc3)cnc2O[C@H]1CN(C)C(=O)c1ccccc1F
  A = 1&-6 | B = 0.5 | C = -43&-58 | D = 83&87

> Cc1ccccc1S(=O)(=O)N[C@H]1CC[C@@H](CCn2cc(-c3ccccc3)nn2)O[C@@H]1CO
  A = 1 | B = -1.0 | C = -27 | D = 11

> O=C(Nc1ccc(C(F)(F)F)cc1)N[C@H]1C=C[C@@H](CC(=O)N2CCCCC2)O[C@@H]1CO
  A = . | B = -1.4 | C = -28 | D = -4

> COCC(=O)Nc1ccc2c(c1)OC[C@H](C)N(C(=O)NC(C)C)C[C@H](C)[C@@H](OC)CN(C)C2=O
  A = 5 | B = 2.2 | C = 16 | D = .

> COc1cccc(S(=O)(=O)N[C@H]2CC[C@@H](CCn3cc(-c4ccccc4)nn3)O[C@@H]2CO)c1
  A = -7 | B = -1.7 | C = 4 | D = -15

> C[C@@H]1CCCCO[C@@H](CN(C)Cc2ccccc2)[C@H](C)CN([C@H](C)CO)C(=O)c2cc(NC(=O)c3ccccc3)ccc2O1
  A = -3 | B = -0.4 | C = -64 | D = ?

> CCC(=O)N1CC(=O)N2[C@H](CO)[C@@H](c3ccc(C#CC4CCCC4)cc3)[C@H]2C1
  A = -14 | B = 0.5 | C = 11 | D = .

> C[C@@H]1CCCCO[C@H](CN(C)S(=O)(=O)c2ccc(Cl)cc2)[C@@H](C)CN([C@@H](C)CO)C(=O)c2cc(NS(=O)(=O)c3ccc(Cl)cc3)ccc2O1
  A = -10 | B = 0.0 | C = -69 | D = .

> C[C@@H]1CCCCO[C@H](CN(C)C(=O)Cc2ccccc2)[C@H](C)CN([C@@H](C)CO)C(=O)c2cc(NC(=O)CCC(F)(F)F)ccc2O1
  A = 3 | B = -0.5 | C = -21 | D = 72

> O=S(=O)(N[C@@H]1CC[C@H](CCn2cc(C3CC3)nn2)O[C@H]1CO)c1ccc(Cl)cc1
  A = -2 | B = -0.7 | C = -1 | D = 26

> COc1ccc(CN(C)C[C@@H]2Oc3c(NC(=O)c4ccncc4)cccc3C(=O)N([C@@H](C)CO)C[C@H]2C)cc1
  A = -1 | B = -0.6 | C = 0 | D = 105*

Three entries from above, sorted by molecular weight, low to high:
Keys: A = C diff HTS; B = GASC1 inh; C = Pf Dd2 inh; D = T cruzi growth
> COc1cccc(S(=O)(=O)N[C@H]2CC[C@@H](CCn3cc(-c4ccccc4)nn3)O[C@@H]2CO)c1
  A = -7 | B = -1.7 | C = 4 | D = -15

> C[C@@H]1CCCCO[C@H](CN(C)C(=O)Cc2ccccc2)[C@H](C)CN([C@@H](C)CO)C(=O)c2cc(NC(=O)CCC(F)(F)F)ccc2O1
  A = 3 | B = -0.5 | C = -21 | D = 72

> COc1ccc(S(=O)(=O)N(C)C[C@H]2OCCCC[C@@H](C)Oc3ccc(NS(=O)(=O)c4ccc(C)cc4)cc3C(=O)N([C@@H](C)CO)C[C@H]2C)cc1
  A = 11 | B = 1.0 | C = -63 | D = 104

Additional entries
Keys: A = C diff HTS; B = GASC1 inh; C = Pf Dd2 inh; D = T cruzi growth
> CCS(=O)(=O)N1CCCCN2[C@H](CO)[C@H](c3ccc(-c4ccccc4F)cc3)[C@H]2C1
  A = -12 | B = -2.6 | C = -33 | D = 100*

> C[C@@H]1CN([C@H](C)CO)C(=O)c2cc(NC(=O)CCC(F)(F)F)ccc2O[C@H]1CN(C)Cc1ccccc1
  A = -2 | B = 1.5 | C = -4 | D = 6

> CCCNC(=O)[C@@H]1[C@@H](CO)[C@@H]2Cn3c(ccc(C4=CCCC4)c3=O)[C@@H]2N1C(=O)CC
  A = -3 | B = 3.4 | C = 5 | D = 6

> C[C@@H]1CN([C@@H](C)CO)C(=O)Cc2cc(NC(=O)Nc3ccc(C(F)(F)F)cc3)ccc2O[C@@H]1CN(C)S(=O)(=O)c1ccccc1
  A = 11 | B = 3.3 | C = 35 | D = .

> CO[C@@H](CN(C)CC1CCOCC1)[C@H](C)CN(C(=O)Nc1ccc(F)cc1)[C@@H](C)CO
  A = . | B = 2.2 | C = -3 | D = 0

> COc1cccc(-c2ccc3c(c2)[C@H]2[C@H](CCN2C(=O)NC2CCCCC2)[C@H](CO)N3C)c1
  A = 11 | B = 3.9 | C = -71 | D = .

> O=C(Nc1ccc2c(c1)OCO2)N[C@@H]1CC[C@H](CCNC(=O)C2CCC2)O[C@H]1CO
  A = 2 | B = 0.0 | C = -21 | D = .

> O=C(C1CCC1)N1CC(=O)N2[C@H](CO)[C@@H](c3ccc(-c4cccnc4)cc3)[C@@H]2C1
  A = -4 | B = -0.9 | C = -68 | D = .

> COCC(=O)N1[C@H](C(=O)N2CCN(C)CC2)[C@@H](CO)[C@@H]2Cn3c(ccc(C4=CCCC4)c3=O)[C@@H]21
  A = -2 | B = 0.0 | C = 19 | D = .

> CN(C[C@H]1[C@H](c2ccccc2)[C@@H](CO)N1C(=O)c1ccccc1)C(=O)C1CC1
  A = 6 | B = 13 | C = 14 | D = -13
